Source: PubChem
Ecoli tolC: blocks growth of E. coli BW25113 tolC mutant. OD615. growth inhibition, % at 10 µM (by protocol). 2.2% of 65,000 active;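 active = growth inhibition at or above a cutoff equal to the mean over every tested compound plus 3 SD, cut at about 60% in these data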;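 note: growth measured after 20 h incubation at 37 °C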
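Material: E. coli BW25113 ΔtolC::kan, tolC deletion mutant strain. Measure: percent growth inhibition. Schedule: 37 °C, 20 h exposure. Doses: single-point testing at 10 µM. Signal: A615 absorbance measurement. Buffer or medium: kanamycin-containing LB broth (50 µg/mL).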
RORa activator: RORA (human) activation. P35398. CHO-K1 Gal4-RORA LBD luciferase reporter, luminescence; percent increase over mock-subtracted basal signal. activation, % at 10 µM. 1.5% of 65,000 active. AID 560;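 active = activation above the mean of all tested compounds plus 3 SD, cut at about 49% in these data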;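 note: 0% = DMSO-treated RORA cells and 100% = added signal equal to DMSO minus mock-transfected cells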
NADH coupling: inhibition of NAD/NADH coupling enzymes, library profiling | 0.02% of 65,000 active | IC50, µM (titrated, usually from 10 µM), for inactives: at the highest dose inhibition | coupled PK/LDH NADH assays, four targets;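 active = single-dose screening hits from any of four coupled enzyme assays that gave an IC50 when retested across doses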;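 note: the DPM-DC format reads NADH fluorescence rather than 340 nm absorbance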
E coli RNAP: inhibitors of Escherichia coli RNA polymerase; P0A8V2; E. coli RNA polymerase, fluorescence transcription assay; inhibition, %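 (tested at 10 µM)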; 0.2% of 62,000 active; in the data active = inhibition above about 20%;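 note: 0% = enzyme without compound and 100% = no enzyme blank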
Target sequence (P0A8V2 whole entry, looked up): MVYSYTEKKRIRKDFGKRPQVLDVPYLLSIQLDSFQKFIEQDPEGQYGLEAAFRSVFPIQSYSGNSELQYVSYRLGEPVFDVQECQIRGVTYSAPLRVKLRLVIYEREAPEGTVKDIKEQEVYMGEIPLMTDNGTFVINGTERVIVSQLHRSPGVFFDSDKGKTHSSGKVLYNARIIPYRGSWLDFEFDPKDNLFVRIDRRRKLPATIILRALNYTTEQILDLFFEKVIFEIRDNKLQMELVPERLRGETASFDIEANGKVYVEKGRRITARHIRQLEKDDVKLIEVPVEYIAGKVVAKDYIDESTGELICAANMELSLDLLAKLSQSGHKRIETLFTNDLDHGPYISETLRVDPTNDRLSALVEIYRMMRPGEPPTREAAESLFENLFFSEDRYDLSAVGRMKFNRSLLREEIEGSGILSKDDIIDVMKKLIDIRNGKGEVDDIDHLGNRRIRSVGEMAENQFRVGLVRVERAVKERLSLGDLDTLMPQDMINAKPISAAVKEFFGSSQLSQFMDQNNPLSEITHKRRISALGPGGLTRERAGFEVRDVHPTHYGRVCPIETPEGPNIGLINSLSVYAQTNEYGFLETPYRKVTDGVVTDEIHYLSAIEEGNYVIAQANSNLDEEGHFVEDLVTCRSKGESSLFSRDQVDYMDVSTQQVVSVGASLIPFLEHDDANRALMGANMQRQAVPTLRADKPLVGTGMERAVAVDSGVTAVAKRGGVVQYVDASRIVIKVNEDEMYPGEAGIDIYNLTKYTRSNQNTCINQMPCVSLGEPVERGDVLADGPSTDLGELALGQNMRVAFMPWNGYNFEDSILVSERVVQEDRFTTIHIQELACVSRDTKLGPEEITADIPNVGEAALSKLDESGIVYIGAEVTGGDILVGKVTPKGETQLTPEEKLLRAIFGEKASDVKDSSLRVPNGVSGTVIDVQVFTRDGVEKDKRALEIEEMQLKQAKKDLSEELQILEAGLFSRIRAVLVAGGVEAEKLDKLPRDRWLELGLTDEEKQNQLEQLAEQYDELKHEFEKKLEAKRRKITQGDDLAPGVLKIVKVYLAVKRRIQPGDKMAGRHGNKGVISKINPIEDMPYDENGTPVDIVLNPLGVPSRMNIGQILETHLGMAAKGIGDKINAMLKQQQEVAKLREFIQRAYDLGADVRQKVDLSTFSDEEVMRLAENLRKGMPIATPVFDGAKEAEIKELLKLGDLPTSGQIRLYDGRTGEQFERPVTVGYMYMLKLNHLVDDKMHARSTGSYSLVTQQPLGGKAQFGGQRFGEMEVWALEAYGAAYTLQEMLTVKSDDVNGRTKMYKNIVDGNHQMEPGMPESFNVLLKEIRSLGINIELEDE
TNAP act mid DEA: activators of human TNAP at intermediate phosphate acceptor; activation factor at 20 µM; P05186; purified TNAP, CDP-star luminescence, 100 mM DEA, 30 min; hits give high values; scale: 0 levamisole-inhibited, 1 vehicle-only enzyme; 64,000 tested, under 10 active;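 active = activation factor of at least 2 at 20 µM, relative to controls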
M1 antagonist: blocks the rat M1 muscarinic receptor response to acetylcholine | P08482 | CHO-M1 cells, Fluo-4 calcium, ACh EC80 antagonist mode; hits give low values | B-score at 10 µM | 3.4% of 64,000 active | AID 628;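 active = calcium fluorescence response, raw or row-and-column corrected B-score, differing from the plate sample mean either way at a set confidence level, mostly lower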
Autofluor 339: intrinsic fluorescence of library compounds, ex339/em460 – biochemical, MLSMR library, data from DPM-DC assay, artefact control, profiling panel | compound autofluorescence, ex339/em460 nm, NADH buffer; hits give high values; 1 = no-compound wells, NADH background | fluorescence fold increase at 10 µM | 5.5% of 65,000 active | AID 709;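 active = at 10 µM, mean starting fluorescence two-fold or more over control wells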;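 note: signal is the first read of a kinetic run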
M1 agonist: M1 muscarinic receptor agonism. 3% of 64,000 active. CHO-M1 cells, Fluo-4 calcium fluorescence, agonist mode; hits give high values. B-score at 10 µM;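 active = fluorescence rise, raw or as B-score row- and column-corrected plate score, outside the 99.7% band of its plate's samples, either direction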
SF-1 act: activates the human nuclear receptor SF-1; Q13285; CHO-K1 Gal4-SF-1 LBD luciferase reporter; % increase over DMSO SF-1-specific signal; activation, % at 10 µM; 1.9% of 65,000 active;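 active = activation above the mean activation of all tested compounds plus 3 SD, cut at about 50% in these data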
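Material: CHO-K1 cells with Gal4–hSF-1 LBD chimera plus Gal4-driven luciferase / Input: 4,000 CHO-K1 cells per well / Incubation: compound exposure 20 h at 37 °C / Signal: luminescence read 15 min after SteadyLite luciferase reagent, after room-temperature equilibration / Read-out: percent activation versus DMSO / Benchmarks: DMSO negative control and −SF1 background wells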
Numbers without * were called inactive; . = not tested or not shown; [ ] = remark or other dose.

SMILES	Ecoli tolC	RORa activator	NADH coupling	E coli RNAP	TNAP act mid DEA	M1 antagonist	Autofluor 339	M1 agonist	SF-1 act
Cc1nc2c(c(=O)n1CCC(C)C)c1nc3ccccc3nc1n2Cc1ccc2c(c1)OCO2	-3	-16	2%	-1	0.9	0.14	1.3	-0.5	-7
CCCNC(=O)CCNC(=O)c1ccc(C(C)(C)C)cc1	-7	0	7%	2	1	0.61	1	0.93	2
CN(C)c1ccc(-c2nnc(-c3ccc(S(=O)(=O)C(F)F)cc3)o2)cc1	17	-8	7%	3	0.9	-0.62	1.4	0.48	23
OC(COc1ccc2cc(Br)ccc2c1)CN1CCCC1 (stereo not drawn)	11	32	4%	7	1	-1	1.1	-0.58	20
CCOC(=O)c1cn(CC)c2cc(N3CCOCC3)c(F)cc2c1=O	100*	-2	4%[fluoresces]	4	0.9	0.022	2.3*	0.94	-9
CCCn1c2c(c(O)c(C(=O)Nc3ncccc3C)c1=O)CCCC2	50	1	4%	3	1	-2.3*	1.1	-1.1	-21
Cc1cc(C(=O)OCC(=O)N2CC(=O)Nc3ccccc32)no1	-10	-6	5%	11	0.9	0.2	1.1	0.35	9
CCOc1ccc(-n2c(COc3ccccc3)nnc2SCC(N)=O)cc1	-8	10	1%	1	1	.	1.2	.	2
CC(C)NC(=O)CCNS(=O)(=O)c1ccc(Br)cc1	-12	-8	7%	2	0.9	-1.1	1	-0.073	6
Cc1csc(=N)n1CC(=O)N1CCc2ccccc21	-16	3	0%	3	1	-0.7	1.1	-0.15	-8
CCCOc1ccccc1-c1nc2c([nH]1)c(=O)[nH]c(=O)n2C	2	-7	4%[fluoresces]	-5	0.9	0.029	3.7*	-0.18	0
Cn1c(C(=O)N2CCCC(C(=O)NCCCc3ccccc3)C2)cc2sccc21 (stereo not drawn)	33	4	2%	-2	0.9	-2.3	1	-0.42	3
Cc1ccc(S(=O)(=O)N2CCN(C(=O)COc3ccc(-c4nnco4)cc3)CC2)cc1	-16	-6	5%	5	1	-1.1	1	-0.13	3
O=S(=O)(c1ccc(Cl)cc1Br)N1CCCCC1	25	-3	4%	1	0.9	0.012	1.1	0.029	-12
COc1ccc(-c2nn3c(-c4ccccc4)nnc3s2)cc1OC	-7	-11	9%	14	0.9	-1.6	1.7	-0.28	-15
O=P(O)(CCc1ccccc1)CN1CCCCC1	-11	-10	1%	-14	0.8	-0.33	1.1	0.0095	-10
O=C(O)Cc1ccc(C(=O)c2cccs2)s1	-1	-8	7%	-1	1	-0.39	0.98	-0.8	-1
COCCCNC(c1ccccc1)c1ccncc1 (stereo not drawn)	-36	-3	8%	8	1	0.14	1.1	0.11	-7
CCOC(=O)c1c(NC(=O)CSc2nc3c(c(=O)n(C)c(=O)n3C)n2C(C)C)sc(C)c1C	11	42	5%	10	0.9	0.3	1	-0.96	-28
C=CCn1c(SCC(=O)/C(C#N)=C(\C)N)nc2sc(CC)cc2c1=O	9	-6	2%	-2	0.9	0.0097	1.1	-0.58	0
COc1ccc(NC(=O)C2CCN(S(=O)(=O)c3cccnc3)CC2)cc1Cl	-6	0	3%	0	0.9	-0.49	1.1	0.0077	0
COC(=O)c1ccsc1NC(=O)CSc1nnnn1Cc1ccccc1	51	-2	0%	6	0.9	-0.064	1.1	0.19	20
C/C(O)=C(\C#N)c1nnc2n1CCCCC2	-4	-4	6%	4	0.9	-0.63	1.1	-1.1	2
COc1ccc(CNC(=O)CSc2nnnn2-c2ccccc2)cc1	2	2	8%	-1	1	-4.8*	1.1	0.15	1
CCOc1ccc(NC(=O)c2cccnc2C(=O)O)cc1	-9	-24	6%	4	0.9	-0.24	0.98	-0.17	18
O=C1CCC/C1=c1\s/c(=C\c2cccnc2)c(=O)n1-c1ccccc1	11	-10	4%	8	0.8	-1.2	1.1	-0.5	-12
COc1cc(OC)c(NC(=O)CCNS(=O)(=O)c2cc(Br)cnc2N)cc1Cl	7	15	6%	2	0.9	-6.9*	1.1	0.24	-9
COc1cccc(-c2nc(N3CC(C)CC(C)C3)c3ccccc3n2)c1O (stereo not drawn)	3	14	6%	12	0.9	0.19	1	-0.95	-15
O=C(NC1CCCCC1)N(Cc1cc2cc3c(cc2[nH]c1=O)OCCO3)CC1CCCO1 (stereo not drawn)	11	5	10%[fluoresces]	-6	0.9	0.49	4.5*	0.21	11
O=C(CSc1nc(N2CCCCC2)nc(N2CCCCC2)n1)c1ccccc1	11	-1	6%	5	0.9	0.54	1	4.6	12
Cc1ccc2occ(C(c3nnnn3C3CCCC3)N3CCN(C(=O)c4ccco4)CC3)c(=O)c2c1 (stereo not drawn)	6	7	1%	10	0.9	-2	1.2	2.7*	-18
CC(C(=O)NCC1(c2ccccc2)CCCC1)N1CCOCC1 (stereo not drawn)	-1	-18	5%	3	0.9	0.54	1.1	1.1	-3
O=C(Nc1ccc(S(=O)(=O)N2CCOCC2)cc1)c1ccco1	-15	-13	3%	9	0.9	0.51	1.1	0.13	2
O=S(=O)(c1ccc(Br)s1)N1CCN(c2ccccn2)CC1	14	5	3%	0	0.9	-0.69	1.1	0.018	-3
COc1ccc(-n2c(SCCC(=O)O)nnc2-c2ccncc2)cc1	-16	-7	3%	5	1	-0.051	1	-0.068	14
CC(=O)N1CCCc2cc(S(=O)(=O)N(C)CCC#N)ccc21	-19	2	4%	3	0.9	-0.28	1.1	0.38	-11
CCOc1cccc(NC(=O)C2CC(=O)NC(=Nc3ccccc3)S2)c1 (stereo not drawn)	5	-11	1%	8	0.9	-0.54	1	-0.23	9
O=C(O)CNC1=NCCCCC1	-17	-10	5%	3	0.9	0.17	1.1	0.078	5
CCC1c2ccc(C)n2CCN1C(=O)Nc1ccccc1C(=O)OC (stereo not drawn)	-4	-11	11%	7	1	.	2.5*	.	3
CN(C(=O)c1ccno1)c1nnc(-c2ccccn2)s1	-14	7	10%[fluoresces]	1	1	0.8	5.1*	0.77	25
CCOc1ccc(OCc2ccc(C(=O)N3CCCC3)o2)cc1	24	-7	1%	3	0.9	0.56	1.1	0.33	32
COC(=O)c1ccccc1NC(=O)NCc1ccc2c(c1)OCO2	5	-6	4%	5	1	1.1	1.3	0.74	13
CC(=O)c1ccc(OC(C)C)c(CSc2nc(O)cc(=O)[nH]2)c1	20	-13	4%	7	0.9	-0.3	1.1	-0.9	20
CCn1c(SCc2nc3ccccc3[nH]2)nnc1-c1ccncc1	-9	0	4%	5	0.9	0.0093	1.3	0.5	8
CCOC(=O)c1cc2sc(C)cc2n1C(C)C(=O)OCC (stereo not drawn)	62*	-18	2%	4	0.8	-0.066	1	1.3	-6
O=C(NCc1ccc(F)cc1)c1cc2ccccn2n1	-7	10	3%	11	0.8	0.47	1	-0.21	6
Cn1c(=O)[nH]c(=O)c2c1nc(N1CCNCC1)n2CCOc1ccccc1	-7	3	2%	-12	0.9	0.46	1	-0.062	8
Nc1nnc(-c2cc3ccccc3oc2=O)s1	-14	42	5%[fluoresces]	6	0.8	1.1	3*	-1.1	55*
Cc1ccnc(NS(=O)(=O)c2ccc(NC(=O)C3CCCO3)cc2)n1 (stereo not drawn)	-7	-28	5%	6	1	-0.027	1.1	-0.3	-6
O=C(COC(=O)c1cncc(Br)c1)NCCC1=CCCCC1	9	-3	2%	5	0.9	-0.18	1.1	-0.32	-8
CSc1nnc(C)c(=O)[nH]1	2	-21	1%	3	0.9	0.14	1.1	0.94	-4
Cc1csc2nc(CNC(=O)c3ccco3)cn12	-12	42	3%	9	0.9	0.083	0.99	0.073	52*
CCOc1cccc(C(=O)Nc2cccc(-c3nc4ncccc4o3)c2C)c1	14	14	2%	11	0.8	0.11	1	4.2*	0
CCC(C)(C)NC(=O)CN(C(=O)c1snc(C(N)=O)c1N)c1ccc2c(c1)OCCO2	12	3	11%	1	1	-0.55	0.87	-1.7	11
O=c1c2cc(N3CCOCC3)ccc2[nH]c(=S)n1CCCN1CCN(c2ccccc2F)CC1	-8	4	19%	4	0.9	0.22	3.5*	-0.74	8
COc1ccc(NC(=O)Cn2nnc(C(=O)NCc3ccccc3)c2N)cc1Cl	-25	9	5%	5	0.9	0.51	1.1	-1.7	-8

Some of the entries so far, comma-delimited.
Molecule,Ecoli tolC,RORa activator,NADH coupling,E coli RNAP,TNAP act mid DEA,M1 antagonist,Autofluor 339,M1 agonist,SF-1 act
CC(=O)c1ccc(OC(C)C)c(CSc2nc(O)cc(=O)[nH]2)c1,20,-13,4%,7,0.9,-0.3,1.1,-0.9,20
CCn1c(SCc2nc3ccccc3[nH]2)nnc1-c1ccncc1,-9,0,4%,5,0.9,0.0093,1.3,0.5,8
CCOC(=O)c1cc2sc(C)cc2n1C(C)C(=O)OCC (stereo not drawn),62*,-18,2%,4,0.8,-0.066,1,1.3,-6
O=C(NCc1ccc(F)cc1)c1cc2ccccn2n1,-7,10,3%,11,0.8,0.47,1,-0.21,6
Cn1c(=O)[nH]c(=O)c2c1nc(N1CCNCC1)n2CCOc1ccccc1,-7,3,2%,-12,0.9,0.46,1,-0.062,8
Nc1nnc(-c2cc3ccccc3oc2=O)s1,-14,42,5%[fluoresces],6,0.8,1.1,3*,-1.1,55*
Cc1ccnc(NS(=O)(=O)c2ccc(NC(=O)C3CCCO3)cc2)n1 (stereo not drawn),-7,-28,5%,6,1,-0.027,1.1,-0.3,-6
O=C(COC(=O)c1cncc(Br)c1)NCCC1=CCCCC1,9,-3,2%,5,0.9,-0.18,1.1,-0.32,-8
CSc1nnc(C)c(=O)[nH]1,2,-21,1%,3,0.9,0.14,1.1,0.94,-4
Cc1csc2nc(CNC(=O)c3ccco3)cn12,-12,42,3%,9,0.9,0.083,0.99,0.073,52*
CCOc1cccc(C(=O)Nc2cccc(-c3nc4ncccc4o3)c2C)c1,14,14,2%,11,0.8,0.11,1,4.2*,0
CCC(C)(C)NC(=O)CN(C(=O)c1snc(C(N)=O)c1N)c1ccc2c(c1)OCCO2,12,3,11%,1,1,-0.55,0.87,-1.7,11
O=c1c2cc(N3CCOCC3)ccc2[nH]c(=S)n1CCCN1CCN(c2ccccc2F)CC1,-8,4,19%,4,0.9,0.22,3.5*,-0.74,8
COc1ccc(NC(=O)Cn2nnc(C(=O)NCc3ccccc3)c2N)cc1Cl,-25,9,5%,5,0.9,0.51,1.1,-1.7,-8
